HSF1 inh = HSF1 inhibition; NIH3T3-HGL HSE-luciferase, MG132-induced, luminescence 8 h; hits give low values; activity change, negative = inhibition, % at 7.5 µM (by protocol); hit rate 0.77% among 300,000; AID 2098;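 active means more than half of replicate wells show activity change below -50%, luminescence cut by over half; inconclusive means some wells, but at most half, below -50%; inactive means no replicate well below -50%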;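 further: luciferase reports HSF-1 transcriptional activity via heat shock element; 0% = median of DMSO wells and -100% = zero luminescence signal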
GSK3A inh = inhibitors of human GSK-3 alpha kinase | P49840 | ADP-Glo luminescence, 60 min | inhibition, % at 10 µM | hit rate 0.1% among 320,000;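 in the data active means inhibition above about 50%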;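 further: GST-tagged GSK-3 alpha with peptide substrate and 25 µM ATP; 0% = DMSO neutral wells and 100% = GW8510 positive control wells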
AI-2 QS mod = modulators of Vibrio harveyi AI-2 quorum sensing system; AID 2094; Vibrio harveyi JMH597 AI-2 luminescence/OD600 ratio, 9 h; hits give low values; strain lacks LuxN and CqsS sensors; 0 = neutral-control median; activity change, % at 7.5 µM; hit rate 0.4% among 300,000; in the data active means activity change below about -75%, passing the limit was not always enough; inconclusive means no clear call, values can overlap the other calls;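 further: luminescence divided by OD600 gain over 9 h not by final OD600 alone; inactives centre near 13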
HSF-1 act = increases HSF-1 driven luciferase reporter signal | NIH3T3-HGL HSF-1 luciferase reporter, MG132, 8 h; 100% = twice DMSO control signal | activation, % at 9 µM | hit rate 1.7% among 300,000 | AID 504408;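 active means mean replicate activation of at least 50% with a set share of replicates each reaching 50%; inconclusive means only one of those two conditions met; inactive means mean below 50% and too few replicates reaching it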;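 further: 0% = median of the neutral control wells and 100% = twice that signal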
Dyrk1A ADPGlo = inhibitors of rat Dyrk1A kinase; inhibition, % at 12.5 µM; Q63470; ADP-Glo luminescence, NFATc1 peptide; hit rate 0.43% among 310,000; in the data active means inhibition above about 50%;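 further: plate controls were vehicle with enzyme for no effect and no enzyme for full effect; many of its hits are not listed in these tables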
Platelet DG rel = modulates dense granule release in human platelets; hit rate 0.22% among 300,000; inhibition, %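 (compounds screened at 7.5 µM in platelet-rich plasma)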; human platelet-rich plasma, SFLLRN dense granule ATP release, luminescence;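 active means mean replicate score, as percent of positive control, at or above 50; inconclusive means mean below 50 but at least one replicate at or above 50; inactive means mean and every replicate below 50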
HDAC3 inhib = blocks human histone deacetylase 3; inhibition, % at 8.3 µM; AID 2718; recombinant HDAC3, fluorogenic peptide/trypsin coupled, fluorescence; hit rate 0.15% among 320,000; in the data active means inhibition above about 26%, passing the limit was not always enough; inconclusive means no clear call, values can overlap the other calls
Target sequence (O15379 whole entry, looked up): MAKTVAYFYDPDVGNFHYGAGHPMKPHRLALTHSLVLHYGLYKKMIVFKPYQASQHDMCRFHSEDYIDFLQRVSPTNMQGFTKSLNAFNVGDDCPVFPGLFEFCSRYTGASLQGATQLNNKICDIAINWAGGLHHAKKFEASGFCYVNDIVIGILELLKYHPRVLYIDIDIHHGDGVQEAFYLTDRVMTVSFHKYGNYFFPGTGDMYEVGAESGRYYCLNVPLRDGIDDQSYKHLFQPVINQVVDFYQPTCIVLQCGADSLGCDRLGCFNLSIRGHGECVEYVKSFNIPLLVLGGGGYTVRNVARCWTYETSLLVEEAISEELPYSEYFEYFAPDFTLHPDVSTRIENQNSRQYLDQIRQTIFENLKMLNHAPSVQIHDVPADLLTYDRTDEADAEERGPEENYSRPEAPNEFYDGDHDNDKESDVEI
HSP90 refold inh = inhibitors of HSP90 luciferase refolding in rabbit reticulocyte lysate; luciferase refolding luminescence, 3 h; inhibition, % at 5.6 µM; hit rate 0.91% among 290,000; AID 1789;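 active means inhibition above the screen-wide mean plus 3 SD, computed separately per campaign, cut at about 16% in these data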;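 further: 0% = DMSO wells and 100% = 60 µM geldanamycin wells; inhibitors lower the luminescence because luciferase stays unfolded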
GSK3beta inhib = human GSK3beta kinase inhibition. GST-GSK3beta kinase, ADP-Glo luminescence, 60 min; hits give low values. hit rate 0.038% among 300,000. activity score (negative = inhibition), % at 10 µM. P49841;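 active means more than half of replicate wells score below -50%, meaning over 50% inhibition versus plate controls; inconclusive means some replicates but at most half score below -50%; inactive means no replicate scores below -50%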;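 further: 0% = median DMSO wells and -100% = median GW8510 positive control wells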
Target sequence (P49841 whole entry, looked up): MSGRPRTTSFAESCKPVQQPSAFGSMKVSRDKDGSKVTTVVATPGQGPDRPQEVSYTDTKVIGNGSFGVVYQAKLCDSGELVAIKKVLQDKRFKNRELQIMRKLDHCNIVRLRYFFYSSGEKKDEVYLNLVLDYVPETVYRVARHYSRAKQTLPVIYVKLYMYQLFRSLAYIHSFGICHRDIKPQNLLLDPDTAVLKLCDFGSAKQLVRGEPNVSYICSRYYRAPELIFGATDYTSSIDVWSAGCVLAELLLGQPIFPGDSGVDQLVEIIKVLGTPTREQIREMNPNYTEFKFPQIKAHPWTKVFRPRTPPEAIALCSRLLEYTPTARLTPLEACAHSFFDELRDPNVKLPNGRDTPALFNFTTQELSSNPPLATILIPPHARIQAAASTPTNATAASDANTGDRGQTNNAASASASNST
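Test system – GST-tagged human GSK3beta kinase, cell-free · Incubation – 60 min enzyme reaction, room temperature · Signal – ADP-Glo luminescence · Also added – peptide substrate and ATP at 25 µM · Controls – DMSO neutral wells and GW8510 at 20 µM as positive · Buffer or medium – Tris/MgCl2 kinase buffer · Measure – Luminescence-derived activity versus plate DMSO and GW8510 wells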
PolyA inh = blocks polyadenylation in yeast reporter cells; S. cerevisiae SKY197-pL101 polyadenylation reporter, beta-gal luminescence; efflux-impaired pdr1/pdr3 knockout yeast; score 100 = 6 SD above DMSO; AID 1875; hit rate 0.02% among 300,000; calls only at 12 µM;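 active means lowest replicate activity score at least 50, where 100 means six control SD above control mean; inconclusive means lowest score under 50 but half or more replicates reach 50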;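 further: yeast exposed to compound for 9 h at 30 °C; higher score means more reporter readthrough which indicates perturbed polyadenylation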
An asterisk follows results filed as active; i = inactive; ? = inconclusive; nt = not tested or not shown. The list is partial; count on the stated rates, not on these rows.

SMILES	HSF1 inh	GSK3A inh	AI-2 QS mod	HSF-1 act	Dyrk1A ADPGlo	Platelet DG rel	HDAC3 inhib	HSP90 refold inh	GSK3beta inhib	PolyA inh
COc1ccc(N(C)C(=O)c2cc3c(s2)-c2c(C)cccc2OC3)c(OC)c1	-4.6	0.0	18.8	8.1	1.9	0.6	10.5	-2.8	1.5	i
O=C(NCCC1CCCCN1S(=O)(=O)c1cccs1)C(=O)Nc1ccc(F)cc1 (centres undefined)	6.3	-0.5	12.4	8.2	1.3	3.8	nt	nt	4.0	i
COc1ccc2ccc3c(c2c1)N=CC1(O3)N(C)c2ccccc2C1(C)C (centres undefined)	35.0	-5.4	45.4	34.1	-7.5	-0.3	-5.6	1.2	2.4	i
COc1ccc(CNC(=O)CN(C)S(=O)(=O)c2ccc3c(c2)c(=O)n(C)c(=O)n3C)cc1	8.8	-1.4	-4.9	-18.4	-0.4	-7.0	2.4	4.3	-0.2	i
Cc1ccc(N=CC=C2OC(C)(C)C(C)(C)O2)cc1	9.9	7.0	13.2	20.9	0.8	-1.9	-11.8	-2.7	0.2	i
c1cncc(CNc2ncn[nH]2)c1	-3.4	0.1	1.4	0.7	-2.0	-4.9	-1.7	4.5	-4.3	i
COc1cc(CC(NC(C)=O)C(=O)NC2CCN(S(=O)(=O)c3ccc(NC(C)=O)cc3)CC2)cc(OC)c1 (centres undefined)	5.0	-3.2	18.4	20.0	-0.6	-6.0	5.5	-2.5	5.8	i
CC(C)(C)c1cc(NC(=O)c2c(F)cccc2Cl)n(-c2ccccc2)n1	1.6	1.0	14.3	8.6	-0.4	-9.7	5.9	1.4	1.4	i
CC1(C)CC(CCNC(=O)c2ccco2)CC(C)(C)N1	0.4	-2.3	8.5	-5.7	-0.5	-0.2	-9.3	-1.2	-2.6	i
Cc1ccc(OCC(=O)N/N=C\c2cn(C)c3ccccc23)c([N+](=O)[O-])c1	0.4	0.0	15.2	9.8	-7.7	-1.1	1.5	-1.0	-0.9	i
CCOc1cc(/C=N/NC(=O)CSc2nncn2C)ccc1OC(=O)c1ccc(Cl)cc1	-1.5	-0.7	21.2	-2.5	0.2	-2.5	2.0	1.2	6.5	i
CCN(c1ccc(OC)cc1)S(=O)(=O)c1cc(-c2cc(C)no2)ccc1OC	-1.7	nt	6.9	-1.8	-1.0	-10.2	6.0	4.6	-0.6	i
COc1ccc(-c2cc(C(=O)Nc3ccc(S(=O)(=O)Nc4onc(C)c4C)cc3)c3ccccc3n2)cc1OC	8.2	-2.5	11.9	4.9	2.5	-0.1	2.7	-0.1	-0.5	i
CCOc1cc(N2CCOCC2)c(OCC)cc1NC(C)C(=O)N1CCC(C)CC1 (centres undefined)	-6.4	3.4	6.6	-1.2	6.3	-0.2	0.0	1.8	-3.1	i
Cn1cc(S(=O)(=O)N2CCCC2)cc1C(=O)N1CCN(c2ccccc2)CC1	-5.5	-0.1	34.3	-3.9	1.5	1.1	1.5	-6.3	2.0	i
CN(C)c1ccc(/C=C(\NC(=O)c2ccccc2)C(=O)NCCCN2CCOCC2)cc1	-11.7	1.2	15.4	-9.2	-2.4	-5.0	-2.3	-2.5	1.3	i
CC1=C(C(N)=O)C(c2cccnc2)n2nc(-c3cccc(C)c3)nc2N1 (centres undefined)	3.5	-2.7	9.7	12.1	2.1	2.3	-0.5	-4.5	-1.1	i
O=C(NC(=S)Nc1ncc(Br)cc1Br)c1ccccc1	36.4	-3.9	nt	76.3*	-2.3	-7.1	0.9	-2.8	nt	i
Cc1ccc2c(c1)N(C(C)C(=O)NCc1cccs1)C(=O)CO2 (centres undefined)	2.0	2.6	27.8	-7.3	-3.1	-1.6	2.3	-1.3	-1.6	i
C=CCn1c(SCC(=O)c2ccc(Cl)s2)nc2ccccc2c1=O	5.5	-3.0	12.2	1.2	-2.1	-8.2	8.1	-1.2	0.7	i
CC(C)C(=O)NNc1ccc(C(F)(F)F)cn1	2.0	-0.4	-12.1	7.1	nt	13.5	2.8	0.8	2.3	i
O=C(CCS(=O)(=O)c1ccc(F)cc1)N1CCN(c2ccccc2)CC1	12.1	1.2	14.6	21.6	0.0	3.7	0.2	nt	-0.8	i
NC(=O)CSc1nc2c(sc3ccccc32)c(=O)n1CCCC(=O)NCC1CCCO1 (centres undefined)	5.9	-4.0	39.4	2.1	-0.5	-0.3	nt	-1.7	-1.3	i
Cc1ccc(C)c(NC(=O)COC(=O)c2cccc(S(=O)(=O)N3CCCCC3)c2)c1	7.1	-0.4	7.9	21.0	-5.4	-1.3	2.9	nt	-1.4	i
Nc1nonc1/C(=N/O)N1CCCC1	-10.2	-0.3	11.3	-6.7	-3.8	3.1	-0.2	-3.4	1.7	i
COc1ccc(N2C(=O)C3C4C=CC(C5CC45)C3C2=O)c([N+](=O)[O-])c1 (centres undefined)	0.6	-0.8	14.0	14.5	-5.9	-2.0	-5.4	-0.4	-1.3	i
Fc1ccc(NC(=S)Nc2cc(-c3ccccc3)[nH]n2)cc1Cl	26.5	-0.6	-46.7	46.9	nt	21.9	2.3	3.6	1.0	i
CCCCNCCCCOc1ccccc1	-6.1	-0.5	2.6	5.0	10.6	-6.3	5.4	1.8	-3.9	i
O=C(COc1ccccc1)NS(=O)(=O)c1ccc(Cl)cc1	-5.5	-4.3	9.7	7.3	1.5	1.5	3.8	5.4	13.0	i
O=C(COc1ccc(S(=O)(=O)N2CCCC2)cc1)Nc1ccc2c(c1)OCCO2	-16.7	1.9	39.2	-18.6	-0.1	0.6	-4.8	-1.5	4.2	i
O=C(Nc1ncc(Cc2ccc(Cl)cc2Cl)s1)c1ccc([N+](=O)[O-])cc1	0.2	-0.2	-0.1	4.9	-3.7	1.3	0.4	-1.0	-0.9	i
Cc1ccc(Nc2nc(N)c([N+](=O)[O-])c(N3CCOCC3)n2)cc1C	-9.7	8.1	72.1	-5.6	30.4	2.2	-5.8	1.0	-8.9	i
CCOC(=O)N1CCN(c2ccc(N3C(=O)CCCC3=O)cc2[N+](=O)[O-])CC1	-4.2	-0.9	10.4	15.8	-0.9	0.4	-2.9	-0.8	1.1	i
CCOC(=O)c1c(NC(=O)CSc2c[nH]c3ccccc23)sc2c1CCCC2	9.9	-2.6	40.4	33.5	0.2	2.7	nt	-3.3	3.6	i
Cc1c(NC(=O)CN2CCCC(C)C2)ccc2nsnc12 (centres undefined)	2.7	-0.3	50.3	1.5	-1.7	11.5	12.9	1.7	2.0	i
CCOC(=O)CSc1nc2ccccc2c(=O)n1C	2.1	-0.4	59.9	-1.5	12.2	0.1	-6.3	2.0	1.3	i
CCC1CCCCN1C(=O)CCc1nnc(Cc2c[nH]c3ccccc23)o1 (centres undefined)	-0.3	-1.8	19.0	1.6	5.9	1.6	2.4	1.5	-1.7	i
O=c1[nH]c(C(Cl)(Cl)Cl)nc2ccc3ccccc3c12	2.8	0.6	-2.7	4.6	5.3	-3.8	7.7	1.9	-3.3	i
COc1ccc(CCNc2nc(C)cc(=O)[nH]2)cc1OC	-8.5	1.1	17.3	-2.6	-4.0	7.7	?	1.6	-1.5	i
CCCCN(C)CCCNC(=O)c1cc(-c2cccnc2)nc2ccccc12	-4.5	-0.2	2.7	0.6	8.9	-3.1	-0.6	-1.2	-1.9	i
NNC(=O)CNC(c1ccccc1)c1cc(Cl)ccc1NC(=O)c1ccccc1 (centres undefined)	14.3	-0.4	10.3	12.2	3.0	2.0	0.5	4.3	-6.9	i
Cc1ccc(OCC(=O)c2c[nH]c3ccccc23)c([N+](=O)[O-])n1	3.5	0.2	-37.9	0.3	-1.9	-0.9	8.2	1.6	2.9	i
CCn1c(CSc2nnc(-c3ccncc3)n2CCOC)nc2cc(C(=O)O)ccc21	-9.7	-0.6	15.5	3.4	-3.4	5.5	6.2	2.7	0.5	i
O=C(CCC(=O)c1cccs1)NNC(=O)c1cccc(Cl)c1	-2.4	nt	9.6	8.5	0.7	19.1	nt	nt	0.9	i
CCCCc1ccc(NC(=O)CN(C)CC(=O)Nc2ccccc2Cl)cc1	19.0	-1.6	9.4	22.7	-3.0	0.7	20.7	3.8	1.2	i
COc1cc(/C=N/NC(=O)CCc2n[nH]c(=O)[nH]c2=O)ccc1O	-5.2	2.1	26.2	-8.8	4.1	31.5	11.6	4.1	-2.4	i
C/C(=N\NC(=O)CN(c1ccc(Oc2ccccc2)cc1)S(C)(=O)=O)C(C)(C)C	27.2	-1.3	25.3	35.3	3.0	-7.0	-2.1	-0.9	-0.1	i
COc1cc(OC)cc(-c2nc(=S)n3ccsc3n2)c1	0.2	-8.1	15.7	1.4	-2.4	4.3	0.5	0.5	2.6	i
CC(=O)NC1C(OC(=O)/C=C/c2ccccc2)OC(COC(C)=O)C(OC(C)=O)C1OC(C)=O (centres undefined)	-15.0	11.8	1.9	-36.0	2.1	-2.0	-2.4	1.5	1.0	i
O=C(NN1CCOCC1)NC12CC3CC(CC(C3)C1)C2	-3.9	-1.0	24.0	-11.7	-1.5	25.0	-9.3	-2.2	3.0	i
COc1ccc(N2CCN(C(CNC(=O)C(=O)NCCCn3ccnc3)c3cccnc3)CC2)cc1 (centres undefined)	-8.0	-1.8	5.3	-2.9	4.2	4.1	-7.4	0.0	0.0	i
COc1ccc(OC)c(NC(=O)C2CCCN2C(=O)NC2CCCCC2)c1 (centres undefined)	3.4	-0.5	3.9	32.0	-7.2	9.8	3.8	5.0	2.0	i
COc1ccccc1N1C(=O)c2ccc(C(=O)Nc3ccc(F)cc3)cc2C1=O	5.6	1.2	22.5	-3.0	2.3	6.2	-3.0	-3.6	-1.9	i
Cc1cccc(C)c1NC(=O)COC(=O)CSc1nnc(N)s1	-5.2	-1.5	2.4	-5.6	-0.2	7.7	0.3	-2.6	0.5	i
Cc1ccc(N2C(=N)SCC2=O)cc1Cl	-5.2	-0.4	6.3	12.7	1.8	0.5	-1.1	1.9	0.3	i
NS(=O)(=O)c1ccc(CCNC(=O)c2cnc(Cl)c(Cl)c2)cc1	-5.5	0.8	nt	-5.6	9.5	-3.9	-4.5	-2.2	nt	i
CSc1ccccc1NC(=O)CCc1ccccc1	-29.9	-0.1	10.6	-41.7	-0.1	0.5	0.9	-0.3	-3.0	i

Source: PubChem BioAssay (several laboratories)
